C2C12 statin: suppressors of statin myotoxicity in C2C12 myotubes, primary screen, cell-based, single point, plate reader | C2C12 myotubes + simvastatin, ATP luminescence, 48 h; scaled: DMSO 0, geranylgeraniol control 100 | rescue of ATP level, % at 7.49 µM | hit rate 0.78% among 330,000;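 active = mean ATP rescue above about 67%, or every replicate alone reaching that limit, limit read from the data, passing the limit was not always enough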;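 note: myotubes were challenged with 10 µM simvastatin during compound exposure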
ARNT-TACC3 inh: disruptors of ARNT/TACC3 protein interaction, primary screen, biochemical, AlphaScreen, single concentration; inhibition, % at 9.99 µM; Transforming acidic coiled-coil-containing protein 3 (Homo sapiens), Q9Y6A5; AlphaScreen His-ARNT PAS-B/GST-TACC3 binding, luminescence; TACC3 fragment carries E629A point mutation; hit rate 0.66% among 390,000;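 active = mean inhibition of replicates at least 50% and at least half of replicates each reaching 50%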;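 note: 0% = complete ARNT plus TACC3 wells and 100% = ARNT alone without TACC3; many hits fall short of the cut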
SIRT5 inh: SIRT5 desuccinylase inhibitors, primary screen, biochemical, fluorescence imaging, single point, set 5; inhibition, % at 15 µM; hit rate 1.1% among 330,000; AID 652115, 2013; Purified SirT5, succinyl-peptide AMC, trypsin-coupled fluorescence; NAD-dependent protein deacylase sirtuin-5, mitochondrial (Homo sapiens), Q9NXA8; in the data active = inhibition above about 15%
Target sequence (Q9NXA8 whole entry, looked up): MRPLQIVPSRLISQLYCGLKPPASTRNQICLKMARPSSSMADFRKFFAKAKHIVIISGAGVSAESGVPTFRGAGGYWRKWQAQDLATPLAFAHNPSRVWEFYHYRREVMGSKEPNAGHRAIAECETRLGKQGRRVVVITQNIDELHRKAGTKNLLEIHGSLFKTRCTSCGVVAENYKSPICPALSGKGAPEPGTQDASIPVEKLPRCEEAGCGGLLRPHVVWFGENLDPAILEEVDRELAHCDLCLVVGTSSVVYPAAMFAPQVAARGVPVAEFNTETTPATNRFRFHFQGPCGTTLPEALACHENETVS
esBAF inh: Bmi1 luciferase reporter increase in mESCs, primary screen, esBAF inhibitor project, mouse ES cells, Bmi1 luciferase knock-in, single point; hit rate 2% among 350,000; reporter increase, % at 12.5 µM; 24 h; 100% = twice the neutral-well signal; in the data active = activation above about 40%;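 note: 0% = median of the plate's neutral control wells and 100% = double that signal; a rise in the Bmi1 reporter signal indicates esBAF inhibition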
Cneo AK release: Cryptococcus neoformans cell lysis inducers, primary screen, AK release luminescence, single concentration; C. neoformans lysis, adenylate kinase release luminescence, 4 h; normalised: neutral wells 0, clomiphene wells 100; lysis activity, % at 15 µM; hit rate 0.2% among 360,000; AID 651654, 2012;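 active = mean lysis activity across replicates of at least 80%, whatever share of replicates individually reach that level; inactive = mean lysis activity below 80%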
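Test system: log-phase Cryptococcus neoformans yeast cells; Quantity: yeast cell density of 5 × 10^6 cells/mL; Buffer or medium: YPD; Doses: single compound concentration per well; Timing: 4 h at 37 °C static, read 1 h later; Measured by: AK luminescence; Read-out basis: lysis from increased AK signal; Control set: Clomiphene as positive control.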
ERp5 block: inhibitors of ERp5-driven insulin aggregation, primary screen, biochemical, turbidity, absorbance 650 nm, single point; 90 min; hit rate 0.05% among 350,000; Protein disulfide-isomerase A6 (Homo sapiens), Q15084; AID 651711, 2012; inhibition, % at 9.99 µM;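 active = mean replicate inhibition above about 25%, with every replicate also reaching it, limit read from the data, passing the limit was not always enough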
Target sequence (Q15084 whole entry, looked up): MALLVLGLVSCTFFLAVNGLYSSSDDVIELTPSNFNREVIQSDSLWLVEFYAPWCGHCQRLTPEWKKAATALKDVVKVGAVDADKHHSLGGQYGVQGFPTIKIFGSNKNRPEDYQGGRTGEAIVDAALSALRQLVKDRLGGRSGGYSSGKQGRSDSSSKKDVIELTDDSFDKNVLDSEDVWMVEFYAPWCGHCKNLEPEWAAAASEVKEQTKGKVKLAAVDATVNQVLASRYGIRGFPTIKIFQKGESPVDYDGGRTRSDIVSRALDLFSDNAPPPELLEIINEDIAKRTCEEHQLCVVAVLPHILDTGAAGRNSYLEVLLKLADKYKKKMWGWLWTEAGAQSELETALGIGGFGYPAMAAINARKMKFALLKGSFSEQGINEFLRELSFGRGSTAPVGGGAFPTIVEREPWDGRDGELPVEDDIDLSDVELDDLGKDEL
miR122 inh: miR-122 Renilla sensor signal increase in Huh7, primary screen, miR-122 inhibitor project, cell-based, single point, plate reader; Huh7 miR-122 Renilla luciferase sensor, 48 h; neutral wells = 0, positive control = 100; activation (reporter increase), % at 12.5 µM; hit rate 0.3% among 340,000;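 active = mean replicate activation score at least 90 and every replicate individually at or above 90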;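 note: higher luciferase means less miR-122 activity so hits act as miR-122 inhibitors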
The depositor's hits bear a star; · = not tested or not shown; [ ] = remark or other dose.

Molecule | ARNT-TACC3 inh | C2C12 statin | SIRT5 inh | ERp5 block | Cneo AK release | miR122 inh | esBAF inh
CCN1CCN(C(=O)/C=C/c2ccc(C)cc2)CC1 | 1 | 2 | 1 | -2 | -1 | -3 | 6
Cc1ccccc1-c1cnc2c(c1)C(=O)N([C@H](C)CO)C[C@@H](C)[C@@H](CN(C)C(=O)CN(C)C)O2 | -3 | 6 | 0 | -1 | -14 | -1[16.7 µM] | 0
COc1ccc(CN2CCC(n3nccc3NC(=O)c3cccc(F)c3)CC2)cc1O | -4 | · | -2 | 8 | 4 | · | ·
O=[N+]([O-])c1ccc(NC(=S)N/C(=N/CS(=O)(=O)c2ccccc2)c2ccccc2)cc1 | -5 | -37 | · | · | -9 | 3 | 15
O=C(c1ccc(-c2cccc(C(F)(F)F)c2)o1)N1CCN(c2ccccc2)CC1 | -10 | -1 | -1 | 5 | 0 | -11 | -4
COc1ccccc1C1=NC(c2ccc(C)cc2)N=C1C (stereo unspecified) | -6 | · | -5 | -3 | · | · | ·
CN(CCc1ccccn1)C(=O)CCC1CCCN(C(=O)c2c3c(nn2C)CCCC3)C1 (stereo unspecified) | 5 | 0 | -3 | -3 | · | -6 | 4
COc1cc(C=C2C(=O)OC(c3ccccc3)OC2=O)cc(Br)c1O (stereo unspecified) | -33 | · | -2 | 6 | · | · | ·
C[C@H](CO)N1C[C@H](C)[C@H](CN(C)S(=O)(=O)c2ccccc2)Oc2ccc(N(C)C)cc2CC1=O | -1 | -19 | 2 | -6 | -3 | 2[16.7 µM] | -6
C[C@@H]1CN([C@@H](C)CO)C(=O)Cc2cc(NC(=O)Cn3cnnn3)ccc2O[C@H]1CN(C)S(=O)(=O)c1cn(C)cn1 | · | -8 | 5 | 9 | -1 | -2[16.7 µM] | 1
O=C(NCc1ccc2c(c1)OCO2)c1cc2ccccc2oc1=O | 0 | 4 | · | · | 0 | · | -5
CCCCN(CCCC)Cc1cc(=O)oc2ccccc12 | · | 14 | -5 | -7 | 7 | -6 | -8
COc1ccccc1OCCNC(=O)Nc1cc(F)c(F)cc1Cl | -1 | -3 | -5 | 0 | 6 | -9 | -2
O=C(NC1CCN(C(=O)Nc2ccc(F)cc2)CC1)c1ccccc1F | -5 | 11 | · | -2 | -1 | -2 | 2
Cc1cccc(C)c1NC1=NC2(CCCCC2)N=C(N)N1 | 39 | -7 | · | · | 1 | 14 | -10
CCn1c(=O)c(=O)n(CC)c2cc(S(=O)(=O)Nc3cccc(OC)c3)ccc21 | 12 | -2 | · | · | -3 | · | 0
C[C@H]1CN([C@@H](C)CO)C(=O)c2cc(C#CC3CC3)cnc2O[C@@H]1CN(C)C | -1 | 1 | -3 | -2 | -5 | -7[16.7 µM] | -6
O=C(CCCn1c(SCC(=O)c2ccc(Cl)cc2)nc2ccccc2c1=O)NCc1ccco1 | -9 | 4 | · | · | -2 | 9 | -6
CN(C)c1c(F)cc(C(=O)NC(=O)NCc2cccnc2)cc1F | -3 | 7 | -1 | 3 | 2 | -5 | 26
Cc1c(NC(=O)c2cccc(F)c2)c(=O)n(-c2ccccc2)n1C | -1 | 0 | 15 | 1 | 3 | -8 | -3
COc1ccc(NC(=O)CN2CCCCCC2)cc1OC | 6 | -4 | -2 | -8 | -2 | -2 | 4
CCOc1ccc(CN(C)C(=O)c2cccc(S(=O)(=O)Nc3ccccc3OC)c2)cc1OC | · | -6 | · | 1 | -1 | 11 | 7
C[C@@H]1CN([C@H](C)CO)S(=O)(=O)c2ccc(C#CC3CC3)cc2O[C@@H]1CN(C)C(=O)C1CC1 | -2 | 5 | -4 | -2 | -3 | -29[16.7 µM] | 1
COc1cccc(-n2c(COc3ccccc3C)nnc2SCC(=O)O)c1 | 3 | -5 | · | · | -1 | -2 | 5
OC(COc1ccc2c(c1)CCC2)Cn1cnc2ccccc21 (stereo unspecified) | -1 | 14 | · | · | 3 | 4 | 27
O=S(=O)(/N=C(/Nc1ccccn1)c1ccccc1)c1ccc(F)cc1 | 35 | 20 | -4 | 2 | -2 | -2 | 6
COc1ccc(NC(=O)CSc2nc3c(c(=O)[nH]2)CCC3)cc1OC | -4 | 0 | · | · | 0 | -1 | -6
COc1ccc(S(=O)(=O)N2CC[C@@H]3[C@@H](CO)N(C)c4ccc(-c5ccccc5F)cc4[C@@H]32)cc1 | -7 | -16 | · | · | 9 | 47[16.7 µM] | 0
CCCNC(=O)N(C)C[C@H]1Oc2ncc(-c3cccc(C#N)c3)cc2C(=O)N([C@H](C)CO)C[C@@H]1C | -11 | 3 | -1 | 2 | 7 | · | 0
Cc1noc(C)c1S(=O)(=O)N(C)C[C@H]1OCCCC[C@@H](C)Oc2ccc(NS(=O)(=O)c3ccc(Cl)cc3)cc2C(=O)N([C@H](C)CO)C[C@@H]1C | -5 | · | -3 | -7 | -1 | 0[16.7 µM] | 2
CCOC(=O)c1ccc(NC(=O)/C=C/c2cccs2)cc1 | 3 | · | 0 | 1 | · | · | ·
Cn1cc(/C=N/NC(=O)c2cc3cc(Br)ccc3o2)c2ccccc21 | · | · | -6 | 2 | -2 | 0 | ·
C/C(=N/OC(=O)c1ccc(C)cc1)c1cccs1 | -1 | 11 | · | · | -6 | 1 | -2
Cc1ccc(NC(=O)CO/N=C/c2ccccc2C)c(C)c1 | 11 | · | -5 | 4 | · | · | ·
CCCCn1c(O)c2n(c1=O)Cc1ccccc1N=C2c1ccc(C)cc1 | · | 4 | -3 | -7 | -19 | 5 | -8
C[C@H](CO)N1C[C@H](C)[C@@H](CN(C)C)Oc2ccc(NS(=O)(=O)c3ccccc3)cc2C1=O | 7 | -15 | 3 | 3 | -7 | 6[16.7 µM] | -3
CCCCc1nnc(NC(=O)CSc2nc(O)c(-c3ccccc3)c(=O)[nH]2)s1 | -2 | · | 3 | 0 | · | · | ·
CC(C)Oc1ccc(CNC(=O)CCC(=O)N2CCSc3ccccc32)cc1 | -10 | -6 | -2 | 0 | -1 | 21 | -4
O=C(Nc1cccnc1)/C(N=Nc1c(Cl)cccc1Cl)=C(\O)c1ccccc1 | -4 | -8 | · | · | · | -12 | -6
CCOc1ccc(C(C(=O)NCC2CCCO2)N(Cc2cccnc2)C(=O)c2snc(C(N)=O)c2N)cc1 (stereo unspecified) | -1 | -9 | -4 | 3 | -1 | · | -4
C[C@H]1CN([C@@H](C)CO)S(=O)(=O)c2ccc(C#Cc3cccc(F)c3)cc2O[C@@H]1CN(C)C | -3 | 2 | 0 | 10 | 94* | 15[16.7 µM] | 4
CCN(C[C@H]1N[C@@](CC)(C(=O)OC)[C@H]2C(=O)N(C)C(=O)[C@@H]12)C(=O)NC(C)C | 1 | -2 | · | -1 | 0 | · | 2
Cc1cccc(N2CCN(CC(=O)Nc3ccc(S(=O)(=O)N4CCOCC4)cc3)CC2)c1C | 4 | 4 | -2 | 4 | -1 | -7 | 6
COc1ccc(OC)c(NC(=O)CSc2nnc(Cn3nnc4ccccc43)n2C)c1 | -4 | -2 | · | · | 0 | · | 4
Cc1ccc(-c2cc(C(=O)NCc3ccc4c(c3)OCO4)[nH]n2)c(O)c1C | -31 | · | · | · | -2 | 16 | ·
CO[C@@H]1CN(C)C(=O)c2cc(NC(=O)c3ccccc3F)ccc2OC[C@@H](C)N(CC2CCOCC2)C[C@@H]1C | -10 | -5 | -3 | -2 | -4 | · | 4
CN1c2ccc(-c3cccc(F)c3)cc2[C@H]2[C@H](CCN2C(=O)c2ccccc2F)[C@@H]1CO | -3 | -10 | 1 | -1 | -11 | 21[16.7 µM] | -2
CC(C)NC(=O)N(C)C[C@@H]1Oc2c(NC(=O)Nc3ccccc3)cccc2C(=O)N([C@@H](C)CO)C[C@H]1C | -1 | 5 | 2 | 1 | -3 | -6[16.7 µM] | 10
C/C(N)=C(/C#N)C(=O)COC(=O)c1cc2c(s1)CCCC2 | -8 | · | 1 | 5 | · | · | ·
C[C@@H]1CN([C@H](C)CO)C(=O)Cc2cc(NC(=O)Cc3cn(C)c4ccccc34)ccc2O[C@H]1CN(C)S(=O)(=O)c1ccc(F)cc1 | 2 | -13 | -2 | -2 | -1 | -1[16.7 µM] | -4
Cc1ccc(O)c(-c2cc3ccccc3[nH]2)c1 | 7 | 11 | · | · | -1 | 10 | 30
Cc1c(NCc2nc3ccccc3[nH]2)c(=O)n(-c2ccccc2)n1C | 9 | 4 | 0 | -1 | -1 | 2 | 22
c1ccc2c(c1)CCN(c1ncnc3nc[nH]c13)C2 | -1 | 1 | · | 2 | 1 | -2 | -3
CCCNC(=O)CS(=O)Cc1nc(-c2ccc(OC)cc2)oc1C (stereo unspecified) | 2 | -6 | 3 | -10 | 1 | -1 | 12
CC(O)(c1ccccc1)c1nc(-c2csc3ccccc23)cs1 (stereo unspecified) | · | 1 | 0 | -2 | -2 | 4 | 0
CN(C)C(CNC(=O)c1cccc(S(=O)(=O)N2CCc3ccccc3C2)c1)c1ccccc1 (stereo unspecified) | · | 8 | · | 5 | 0 | 0 | 0
CN(Cc1ccccc1)S(=O)(=O)c1ccc(Cl)c(C(=O)N2CCC2)c1 | -7 | 4 | -1 | -7 | -1 | 15 | -4
O=C(Nc1ccnn1C1CCN(C(=O)c2cccc(C(F)(F)F)c2)CC1)C1CC1 | 16 | -3 | 0 | 6 | -1 | -6 | 1
COc1ccc(CCn2c(-c3ccncc3)n[nH]c2=S)cc1OC | 2 | · | 2 | -3 | · | · | ·
O=C1CS/C(=N\NC(=O)c2ccccc2)N1 | · | · | -2 | · | 6 | -3 | ·

Complete entries from above. Screens in order: ARNT-TACC3 inh	C2C12 statin	SIRT5 inh	ERp5 block	Cneo AK release	miR122 inh	esBAF inh
c1ccc2c(c1)CCN(c1ncnc3nc[nH]c13)C2 reads -1	1	·	2	1	-2	-3
Cc1ccc(NC(=O)CO/N=C/c2ccccc2C)c(C)c1 reads 11	·	-5	4	·	·	·

Additional results
Molecule | ARNT-TACC3 inh | C2C12 statin | SIRT5 inh | ERp5 block | Cneo AK release | miR122 inh | esBAF inh
COCc1cc(C)nc(SCC(=O)NCC2CCCO2)c1C#N (stereo unspecified) | -1 | -20 | -5 | 5 | 0 | -2 | -5
CC(C)n1cnnc1SCC(=O)NC(=O)c1ccccc1 | -8 | -1 | -3 | -1 | 7 | · | 2
CC(C)[C@H](NC(=O)OC(C)(C)C)C(=O)NCC1CCC(C(=O)N[C@@H](Cc2ccccc2)C(=O)O)CC1 (stereo partly specified) | 1 | -5 | -2 | 4 | -2 | · | -1
CC(C)C#Cc1ccc2c(c1)O[C@H](CN(C)C(=O)c1ccncc1)[C@@H](C)CN([C@@H](C)CO)S2(=O)=O | 1 | -11 | 0 | 3 | -4 | -41[16.7 µM] | -6
O=C1/C(=C/c2ccc(O)cc2)SC(=S)N1CC1CCCO1 (stereo unspecified) | 4 | · | -5 | 6 | · | · | ·
C[C@H](CO)N1C[C@H](C)[C@H](CN(C)C(=O)Nc2ccc(F)cc2)Oc2ncccc2C1=O | -12 | 2 | 1 | 8 | -1 | 1[16.7 µM] | 0
O=C(Nc1cccc(Cl)c1Cl)Nn1cnnc1 | · | 2 | -3 | 5 | -1 | 1 | -8
CC(Sc1nnc(N)s1)C(=O)Nc1nccs1 (stereo unspecified) | 4 | · | -2 | -17 | -1 | -1 | ·

High-throughput results from PubChem BioAssay.
